PAFAH1B2 FP inh: inhibitors of human PAFAH1B2 | recombinant PAFAH1B2, FP-rhodamine activity probe, fluorescence polarization | inhibition, % at 3.39 µM | hit rate 1.2% among 340,000 | AID 492953;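 active means inhibition above the mean of all tested compounds plus 3 SD, cut at about 24% in these data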;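 further: 0% = enzyme with DMSO and 100% = wells lacking PAFAH1B2; many of its hits are not listed in these tables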
Target sequence (P68402 whole entry, looked up): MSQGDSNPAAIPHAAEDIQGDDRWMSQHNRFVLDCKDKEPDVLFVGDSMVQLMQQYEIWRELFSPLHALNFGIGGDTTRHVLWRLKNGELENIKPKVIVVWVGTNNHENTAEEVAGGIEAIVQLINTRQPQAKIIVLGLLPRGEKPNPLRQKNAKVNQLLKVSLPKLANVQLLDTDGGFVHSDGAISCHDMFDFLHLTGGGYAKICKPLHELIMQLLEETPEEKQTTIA
PAFAH1B3 inh: PAFAH1B3 (human) inhibition; recombinant PAFAH1B3, FP-rhodamine probe, fluorescence polarization; inhibition, % at 3.39 µM; hit rate 0.28% among 340,000;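 active means inhibition above the screen-wide average of all tested compounds plus 3 SD, cut at about 25% in these data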;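 further: 0% = enzyme with DMSO only and 100% = wells lacking PAFAH1B3 protein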
Target sequence (Q15102 whole entry, looked up): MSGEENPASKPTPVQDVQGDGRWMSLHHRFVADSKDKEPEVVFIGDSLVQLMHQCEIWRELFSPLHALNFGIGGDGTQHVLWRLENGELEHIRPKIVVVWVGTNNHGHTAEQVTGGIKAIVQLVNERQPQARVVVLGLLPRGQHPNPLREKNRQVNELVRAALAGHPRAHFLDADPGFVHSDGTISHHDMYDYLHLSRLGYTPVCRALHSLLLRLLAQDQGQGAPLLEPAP
Starred values were filed as active, the others as inactive.

How did CCC1([N+](=O)[O-])COC(c2ccc(OC)cc2)OC1 (stereo not given) do in these assays?
PAFAH1B2 FP inh: 1.8; PAFAH1B3 inh: 13.0

Results for O=[N+]([O-])c1ccc(Cl)c(/C=N/N2CCN(C3c4ccccc4-c4ccccc43)CC2)c1 ?
PAFAH1B2 FP inh: 5.1; PAFAH1B3 inh: -0.6

Results for O=C(c1cccnc1)N(Cc1ccccc1)C(=O)c1cccnc1 ?
PAFAH1B2 FP inh: 4.6; PAFAH1B3 inh: 6.9

What do the screens show for `C=C1CC[C@@H]2[C@](C)(CO)[C@H](O)CC[C@@]2(C)[C@@H]1C/C=C1/C(=O)OCC1O` (stereo not given in full)?
PAFAH1B2 FP inh: 10.0; PAFAH1B3 inh: 12.1

How did COc1ccc2cc(C(=O)N3CCN(C)CC3)[nH]c2c1 do in these assays?
PAFAH1B2 FP inh: 4.4; PAFAH1B3 inh: 10.8

What do the screens show for `Cc1ccccc1-c1cccc([C@@H]2C[C@H]3[C@H](CON3C)CN2S(=O)(=O)c2ccccc2C)c1`?
PAFAH1B2 FP inh: 3.2; PAFAH1B3 inh: 8.0

Results for Nc1cc(OCc2ccccc2)ccc1OCc1ccccc1 ?
PAFAH1B2 FP inh: 4.8; PAFAH1B3 inh: 9.2

Results for COc1ccc(C2OCC(C)(C)CO2)cc1OC ?
PAFAH1B2 FP inh: 2.1; PAFAH1B3 inh: 6.4

What do the screens show for `O=C(Nc1cccc(O)c1)c1ccc(S(=O)(=O)N2CCCCCC2)cc1`?
PAFAH1B2 FP inh: -1.5; PAFAH1B3 inh: 3.5

What do the screens show for `Cc1ccc(-c2nnn(CC(=O)NC(=O)NC3CCCCC3)n2)cc1`?
PAFAH1B2 FP inh: 0.3; PAFAH1B3 inh: 8.1

How did CC(C)[Si]1(C(C)C)OCC2OC(n3cnc4c(N)ncnc43)C(N)C2O[Si](C(C)C)(C(C)C)O1 (stereo not given) do in these assays?
PAFAH1B2 FP inh: 2.3; PAFAH1B3 inh: 3.2

What do the screens show for `COc1ccccc1Cn1c(=S)[nH]c2cc(C(=O)NCC(OC)OC)ccc2c1=O`?
PAFAH1B2 FP inh: 0.9; PAFAH1B3 inh: 5.0

Results for CCCn1c(C)nc2c(c1=O)c1nc3ccccc3nc1n2-c1ccccc1 ?
PAFAH1B2 FP inh: 0.8; PAFAH1B3 inh: 7.3

How did COc1ccc(C(=O)Nc2ccccc2C(=O)NCCCn2ccnc2)cc1 do in these assays?
PAFAH1B2 FP inh: 0.4; PAFAH1B3 inh: 1.7

What do the screens show for `O=C(N/N=C/c1cccc(O)c1)c1ccc(-n2cnnn2)cc1`?
PAFAH1B2 FP inh: 2.8; PAFAH1B3 inh: 3.1

Results for COC(=O)C=C1CCC2C3CCC4=CC(=O)CCC4(C)C3C(=O)CC12C (stereo not given) ?
PAFAH1B2 FP inh: 3.1; PAFAH1B3 inh: 0.6

Results for O=C(COC(=O)c1ccc2ccccc2c1O)Nc1ccccc1 ?
PAFAH1B2 FP inh: 0.8; PAFAH1B3 inh: 0.6

How did O=C(Nc1ccncc1)C1CC(=O)N(Cc2ccccc2)C1 (stereo not given) do in these assays?
PAFAH1B2 FP inh: 5.5; PAFAH1B3 inh: 14.2

What do the screens show for `COc1ccc(OC)c(NC(=S)N2CCN(C(=O)C3CCCO3)CC2)c1` (stereo not given)?
PAFAH1B2 FP inh: 5.8; PAFAH1B3 inh: -11.8

Results for CCOC(=O)C1=C(COC(=O)CCS(=O)(=O)c2ccc(C)cc2)NC(=O)NC1C (stereo not given) ?
PAFAH1B2 FP inh: 6.1; PAFAH1B3 inh: -3.7

How did Cn1nc(C#N)c(=O)[nH]c1=O do in these assays?
PAFAH1B2 FP inh: 6.7; PAFAH1B3 inh: 0.9

What do the screens show for `CCOC(=O)C1=CN(C(C)C)CCC1=O`?
PAFAH1B2 FP inh: 1.9; PAFAH1B3 inh: -2.6

How did O=C(NNC(=O)c1cc([N+](=O)[O-])ccc1Cl)c1cccnc1 do in these assays?
PAFAH1B2 FP inh: 1.3; PAFAH1B3 inh: 7.7

What do the screens show for `CN(CC(=O)Nc1cccc(F)c1)C(=O)CNC(=O)Cc1cccc2ccccc12`?
PAFAH1B2 FP inh: -1.4; PAFAH1B3 inh: -0.4

Results for CC(C)C[C@@H](CN1CCCC1CN1C(=S)NC[C@@H]1Cc1ccc(O)cc1)N1C[C@H](Cc2ccc(O)cc2)N(CCc2ccccc2)C1=S (stereo not given in full) ?
PAFAH1B2 FP inh: -4.0; PAFAH1B3 inh: -7.6

Results for COc1ccc(OC(=O)c2ccc(OC)c(S(=O)(=O)N3CCOCC3)c2)cc1 ?
PAFAH1B2 FP inh: 1.7; PAFAH1B3 inh: 4.4

Results for COC(=O)c1ccc(NC(=O)c2cccc(N3C(=O)CCC3=O)c2)cc1 ?
PAFAH1B2 FP inh: 7.4; PAFAH1B3 inh: 1.7

What do the screens show for `Cc1nn(-c2ccccc2)c(Cl)c1C(=O)OCC(=O)NCCc1ccccc1`?
PAFAH1B2 FP inh: 7.1; PAFAH1B3 inh: -0.9

How did COc1ccc(OCCN2CCCC2)cc1Nc1nnc(Cl)c(Nc2ccccc2S(C)(=O)=O)n1 do in these assays?
PAFAH1B2 FP inh: 5.1; PAFAH1B3 inh: 3.0

How did O=C(O)CCn1c(SCCOc2ccccc2F)nc2ccccc21 do in these assays?
PAFAH1B2 FP inh: 6.8; PAFAH1B3 inh: 13.9

What do the screens show for `CCOC(=O)CN1CC(C)(C)N(CC(=O)OCC)CC1(C)C`?
PAFAH1B2 FP inh: 1.6; PAFAH1B3 inh: 1.6

How did Cc1ccc2c(c1C)-c1c(ccc(C)c1C)C(=O)C2=O do in these assays?
PAFAH1B2 FP inh: 14.5; PAFAH1B3 inh: 70.1*

Results for COc1ccc2oc(C(=O)OCC(=O)NCc3ccc(OC)c(OC)c3)c(C)c2c1 ?
PAFAH1B2 FP inh: 2.8; PAFAH1B3 inh: 2.0

What do the screens show for `Cc1ccc2c(c1)cc(C(=O)N[C@@H](Cc1ccccc1)C(=O)O)n2C`?
PAFAH1B2 FP inh: 3.5; PAFAH1B3 inh: 0.8

What do the screens show for `Nc1cc2[nH]c(=O)c3ccccc3c2cc1[N+](=O)[O-]`?
PAFAH1B2 FP inh: 16.0; PAFAH1B3 inh: 16.4

What do the screens show for `C[N+](C)(CCOc1ccccc1)Cc1ccccc1`?
PAFAH1B2 FP inh: 8.9; PAFAH1B3 inh: 1.8

What do the screens show for `CCOc1ccccc1NC(=O)Nc1ccc(OC)nc1`?
PAFAH1B2 FP inh: -1.4; PAFAH1B3 inh: 7.0

Results for CCN(CC(=O)NCc1cccs1)C(=O)c1ccc(N(C)S(=O)(=O)c2ccc(C)cc2)cc1 ?
PAFAH1B2 FP inh: 15.9; PAFAH1B3 inh: -0.8

How did O=C(O)CSc1cc(C(=O)c2ccccc2O)cn2c(=O)c3c4c(sc3nc12)CCCC4 do in these assays?
PAFAH1B2 FP inh: -9.5; PAFAH1B3 inh: -11.1

How did CN(C)c1ccc(C=NNC(=O)c2cccnc2)cc1 do in these assays?
PAFAH1B2 FP inh: -2.6; PAFAH1B3 inh: 3.1

How did O=S(=O)(c1ccccc1)N1CCC(O)(CN2CCN(c3ccccc3)CC2)CC1 do in these assays?
PAFAH1B2 FP inh: 7.7; PAFAH1B3 inh: 2.8

Results for NNC(=O)c1cc(C2CC2)nc2ccc(Br)cc12 ?
PAFAH1B2 FP inh: 0.3; PAFAH1B3 inh: 4.5

How did COc1ccccc1C=NN1C(=O)CSC1=S do in these assays?
PAFAH1B2 FP inh: 3.2; PAFAH1B3 inh: 4.0

What do the screens show for `Cc1ccccc1CCNC(=O)C1CCC(=O)N(CCc2cccc(F)c2)C1` (stereo not given)?
PAFAH1B2 FP inh: 2.2; PAFAH1B3 inh: 7.7

What do the screens show for `CCOc1ccc(Br)cc1S(=O)(=O)N1CCSC1`?
PAFAH1B2 FP inh: 0.1; PAFAH1B3 inh: 15.2

What do the screens show for `CCCC(=O)NC1CCc2cc(OC)c(OC)c(OC)c2-c2ccc(OC)c(=O)cc21` (stereo not given)?
PAFAH1B2 FP inh: 2.9; PAFAH1B3 inh: 7.4

What do the screens show for `O=C(O)c1ccc(N=C2c3ccccc3-c3ccccc32)cc1`?
PAFAH1B2 FP inh: 4.6; PAFAH1B3 inh: 10.5

What do the screens show for `CC(=O)c1cc(C)c(OC(=O)c2ccccc2)c(C)c1`?
PAFAH1B2 FP inh: 0.0; PAFAH1B3 inh: 2.1

What do the screens show for `N#CC12C(=O)NC(=O)C1(C#N)C21CCCC1` (stereo not given)?
PAFAH1B2 FP inh: 5.7; PAFAH1B3 inh: 8.5

What do the screens show for `O=C(NCCc1cccnc1)C1CCC(=O)N(CCc2cccc(F)c2)C1` (stereo not given)?
PAFAH1B2 FP inh: -4.0; PAFAH1B3 inh: 5.5

How did O=C(CCNS(=O)(=O)c1ccccc1C(F)(F)F)NC1CCCCCC1 do in these assays?
PAFAH1B2 FP inh: 1.6; PAFAH1B3 inh: 3.2

Results for O=c1cc(-c2ccccc2)oc2cc(O)ccc12 ?
PAFAH1B2 FP inh: 1.6; PAFAH1B3 inh: 2.6

Results for CCOc1cc(CNCc2ccccc2)ccc1OCC(=O)NC1CCCCC1 ?
PAFAH1B2 FP inh: 5.1; PAFAH1B3 inh: 2.0

Results for COc1ccc(CCNC(=O)C2CCC(=O)N(CC3CCCCC3)C2)cc1 (stereo not given) ?
PAFAH1B2 FP inh: -1.8; PAFAH1B3 inh: -3.1

How did O=C(Nc1ccc(Nc2ccncc2)cc1)c1ccc(Nc2ccnc3ccc([N+](=O)[O-])cc23)cc1 do in these assays?
PAFAH1B2 FP inh: 8.5; PAFAH1B3 inh: 13.2

Results for Fc1ccc(NC(=S)NN=Cc2ccccc2Cl)cc1 ?
PAFAH1B2 FP inh: 2.7; PAFAH1B3 inh: 3.2

Results for CCn1nc(C)cc1C(=O)N1CCCC(Nc2ccc(C(C)C)cc2)C1 (stereo not given) ?
PAFAH1B2 FP inh: -2.1; PAFAH1B3 inh: -1.4

What do the screens show for `O=C(CSc1nnc(-c2cccs2)o1)N1CCOCC1`?
PAFAH1B2 FP inh: 4.9; PAFAH1B3 inh: 1.1

How did CCCCN1C(=O)C(C(=O)OCC)CC2=C1CCCC2=O (stereo not given) do in these assays?
PAFAH1B2 FP inh: 5.0; PAFAH1B3 inh: 7.4

What do the screens show for `CC1CN(S(=O)(=O)c2cccc(C(=O)Nc3ccccc3N3CCOCC3)c2)CC(C)O1` (stereo not given)?
PAFAH1B2 FP inh: -1.7; PAFAH1B3 inh: -0.4

Arranged by SMILES length (low to high): part of the list above.
Results for O=c1cc(-c2ccccc2)oc2cc(O)ccc12 ?
PAFAH1B2 FP inh: 1.6; PAFAH1B3 inh: 2.6

What do the screens show for `N#CC12C(=O)NC(=O)C1(C#N)C21CCCC1` (stereo not given)?
PAFAH1B2 FP inh: 5.7; PAFAH1B3 inh: 8.5

What do the screens show for `O=C(O)c1ccc(N=C2c3ccccc3-c3ccccc32)cc1`?
PAFAH1B2 FP inh: 4.6; PAFAH1B3 inh: 10.5

Carrying on.
Results for COc1cc(C(=O)c2ccc3c(c2)OCO3)cc(OC)c1OC ?
PAFAH1B2 FP inh: 2.0; PAFAH1B3 inh: 8.0

How did CC(=O)C(=Cc1ccc(O)cc1)C(C)=O do in these assays?
PAFAH1B2 FP inh: 2.5; PAFAH1B3 inh: 7.5

What do the screens show for `CCOC(=O)C1(CCC(=O)OCc2ccccc2)CCCCC1=O` (stereo not given)?
PAFAH1B2 FP inh: 5.2; PAFAH1B3 inh: -2.9

Results for COC(C[C@@H]1O[C@@H]1[C@@H](O)COCc1ccccc1)OC ?
PAFAH1B2 FP inh: 5.1; PAFAH1B3 inh: 1.7

What do the screens show for `O=c1[nH]sc2ccccc12`?
PAFAH1B2 FP inh: -1.4; PAFAH1B3 inh: -0.2

Results for COc1ccc(-n2ncc3c(N4CCCc5ccccc54)ncnc32)cc1 ?
PAFAH1B2 FP inh: 1.5; PAFAH1B3 inh: 3.6

What do the screens show for `O=C(COc1ccc(Cl)cc1)N1N=C(c2cccs2)CC1c1ccco1` (stereo not given)?
PAFAH1B2 FP inh: 2.5; PAFAH1B3 inh: 2.0

What do the screens show for `CCC12CN3CC(CC)(CN(C1)C3c1c(O)ccc3ccccc13)C2=O` (stereo not given)?
PAFAH1B2 FP inh: -0.5; PAFAH1B3 inh: -3.2

How did CN(C)CCC(C(=O)c1ccccc1)c1ccccn1 (stereo not given) do in these assays?
PAFAH1B2 FP inh: 3.8; PAFAH1B3 inh: 3.2

Results for Cc1cc(-c2ccccc2)nc(SCc2ccc(C(=O)O)cc2)n1 ?
PAFAH1B2 FP inh: 3.7; PAFAH1B3 inh: -1.3

Results for COC(=O)c1cccc(Nc2c3c(nc4ccccc24)CCC3)c1 ?
PAFAH1B2 FP inh: 5.2; PAFAH1B3 inh: -1.4

What do the screens show for `COc1ccc(-c2ccc3c(c2)[C@@H]2C[C@H](N(C)S(=O)(=O)c4ccccc4)[C@H]([C@H](C)O)C(=O)N2CC3)cc1`?
PAFAH1B2 FP inh: 8.5; PAFAH1B3 inh: 6.4

How did CC1CN(Cc2ccccc2)C(=S)NC1=O (stereo not given) do in these assays?
PAFAH1B2 FP inh: 29.8*; PAFAH1B3 inh: 5.6

Results for CCOc1ccccc1NC(=O)/C(C#N)=C/c1cccnc1 ?
PAFAH1B2 FP inh: 3.2; PAFAH1B3 inh: 2.5

What do the screens show for `Cc1ccc(N=Cc2nc(-c3ccc(C)cc3)oc2O)cc1`?
PAFAH1B2 FP inh: 3.1; PAFAH1B3 inh: 14.4

Gathered by group, the compounds so far with a furan ring, fused or not (two)
Results for COc1ccc2oc(C(=O)OCC(=O)NCc3ccc(OC)c(OC)c3)c(C)c2c1 ?
PAFAH1B2 FP inh: 2.8; PAFAH1B3 inh: 2.0

What do the screens show for `O=C(COc1ccc(Cl)cc1)N1N=C(c2cccs2)CC1c1ccco1` (stereo not given)?
PAFAH1B2 FP inh: 2.5; PAFAH1B3 inh: 2.0

A portion of the library. The share of hits here may be higher or lower than overall.
